Compound activity from PubChem BioAssay.
Runt-SMMHC FRET: inhibitors of RUNX1 Runt–CBFb-SMMHC binding, primary screen, biochemical, FRET, Cerulean-Runt, Venus-CBFb-SMMHC, uHTS; Cerulean-Runt/Venus-CBFb-SMMHC FRET ratio 530/480, 1 h; inhibition, % at 20 µM; 220,000 tested, 0.74% active;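 active = mean inhibition across duplicate retests at 20 µM reaching about 50%, limit read from the data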;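 also: 0% = DMSO wells and 100% = wells with excess untagged CBFb-SMMHC; inhibitors lower the FRET ratio by blocking Runt binding to CBFb-SMMHC; some results filed as inactive read as strong as hits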
NCF1 inh: p47phox/p22phox peptide binding inhibitors, primary screen, biochemical, uHTS, NADPH oxidase regulatory subunit; Neutrophil cytosol factor 1 (Homo sapiens), P14598; fluorescence polarization, 2 h; inhibition, % at 24.7 µM; 220,000 tested, 0.53% active; AID 1274, 2008;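 active = inhibition above about 30%, limit read from the data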;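 also: 0% = p47phox with labelled peptide and 100% = labelled peptide alone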
Target sequence (P14598 whole entry, looked up): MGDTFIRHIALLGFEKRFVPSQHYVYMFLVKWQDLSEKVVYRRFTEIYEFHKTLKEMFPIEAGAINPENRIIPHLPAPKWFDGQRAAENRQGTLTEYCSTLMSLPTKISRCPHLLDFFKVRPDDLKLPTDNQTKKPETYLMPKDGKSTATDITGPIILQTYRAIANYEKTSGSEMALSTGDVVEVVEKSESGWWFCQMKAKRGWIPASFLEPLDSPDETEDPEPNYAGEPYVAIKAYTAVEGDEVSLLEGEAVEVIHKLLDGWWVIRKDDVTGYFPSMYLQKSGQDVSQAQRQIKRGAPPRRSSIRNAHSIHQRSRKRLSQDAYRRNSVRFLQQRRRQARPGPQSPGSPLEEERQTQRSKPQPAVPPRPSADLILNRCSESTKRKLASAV
RBBP9 inh: human RBBP9 inhibitors, primary screen, biochemical, fluorescence polarization, FP-Rh probe, HTS. recombinant RBBP9. 220,000 tested, 0.2% active. inhibition, % at 7.94 µM;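 active = inhibition above the campaign mean of all tested compounds plus 3 SD, cut at about 14% in these data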;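 also: plate controls were DMSO wells with RBBP9 for no effect and wells lacking RBBP9 protein for full effect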
Target sequence (O75884 whole entry, looked up): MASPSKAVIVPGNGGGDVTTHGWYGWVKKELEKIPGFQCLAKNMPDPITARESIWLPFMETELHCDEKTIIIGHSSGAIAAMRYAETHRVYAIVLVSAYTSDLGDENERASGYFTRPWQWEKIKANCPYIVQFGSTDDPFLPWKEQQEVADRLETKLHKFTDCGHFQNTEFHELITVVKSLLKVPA
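Measured by – fluorescence polarization · Test system – RBBP9 protein · Input – 2.5 µM RBBP9 dispensing solution, before mixing · Measure – percent inhibition from mP, scaled between DMSO and no-protein wells · Benchmarks – DMSO-treated enzyme wells and wells lacking RBBP9 · Times – preincubation 30 min plus labeling 45 min at 25 °C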
Runt-CBFb FRET: inhibitors of RUNX1 Runt–CBFb binding, primary screen, biochemical, FRET, Cerulean-Runt, Venus-CBFb, uHTS; inhibition, % at 20 µM; AID 1496, 2009; Runt-related transcription factor 1 (Homo sapiens) + Core-binding factor subunit beta …; 220,000 tested, 0.46% active; Cerulean-Runt/Venus-CBFb FRET ratio 530/480, 1 h;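 active = inhibition over about 50% at 20 µM in the single-dose screen, limit read from the data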;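 also: 0% = DMSO wells and 100% = excess unlabeled CBFb competitor control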
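Doses: 20 µM compound in 1% DMSO | Material: Cerulean-labeled Runt domain protein | Amount: Each fluorescent fusion protein 100 nM | Schedule: Two 1 h room-temperature incubations shielded from light | Measured by: FRET fluorescence | Evaluation: Loss of energy transfer signal | Controls: Unlabeled CBFb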
EBV gp42 block: Epstein-Barr virus gp42 inhibitors, primary screen, biochemical, uHTS, fluorescence polarization | Glycoprotein 42 (Epstein-Barr virus (strain AG876)), Q1HVG2 | Fluorescence polarization binding assay, mP read-out | inhibition, % (tested at 21.74 µM) | 220,000 tested, 0.42% active; in the data active = inhibition above about 50%
Target sequence (Q1HVG2 whole entry, looked up): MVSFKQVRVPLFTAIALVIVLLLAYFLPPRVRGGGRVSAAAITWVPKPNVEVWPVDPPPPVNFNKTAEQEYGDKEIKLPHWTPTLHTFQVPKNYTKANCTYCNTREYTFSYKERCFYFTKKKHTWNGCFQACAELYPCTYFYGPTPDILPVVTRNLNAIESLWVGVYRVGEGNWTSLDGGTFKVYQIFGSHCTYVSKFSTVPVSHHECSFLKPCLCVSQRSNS
Furin inhibitor: human furin inhibitors, primary screen, biochemical, fluorescence intensity; P09958; purified furin, fluorogenic substrate cleavage; inhibition, % at 30 µM; 220,000 tested, 0.061% active; AID 463115, 2010; in the data active = inhibition above about 25%; also: inactives centre near -15
Tb hexokinase: Trypanosoma brucei hexokinase 1 inhibitors, primary screen, biochemical, G6PDH-coupled NADH absorbance, MLSCN library | hexokinase 1 [Trypanosoma brucei] | recombinant TbHK1, G6PDH-coupled NADH A340 | inhibition, % at 10 µM | 220,000 tested, 0.11% active | AID 1430, 2008;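 active = inhibition of 50% or more in the single-dose primary screen; inactive = inhibition below 50%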
p97 inhibitor: inhibitors of human p97 ATPase, primary screen, biochemical. Transitional endoplasmic reticulum ATPase (Homo sapiens), P55072. recombinant p97 ATPase, Kinase-Glo ATP luminescence, 3 h. inhibition, % at 8 µM. 220,000 tested, 0.42% active. AID 1481, 2009; in the data active = inhibition above about 15%;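 also: 0% = DMSO vehicle and 100% = wells lacking enzyme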
Calpain2 inh: inhibitors of pig calpain II, primary screen, biochemical, fluorogenic peptide substrate, 1536-well | 220,000 tested, 0.37% active | inhibition, % at 16 µM | purified calpain II, 30 min;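 active = inhibition above about 50%, limit read from the data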
* marks the source's active call; other numbers are inactive results; i = inactive; . = no result given; & = joins results of further samples; [ ] = another dose, or the depositor's remark.

Runt-SMMHC FRET,NCF1 inh,RBBP9 inh,Runt-CBFb FRET,EBV gp42 block,Furin inhibitor,Tb hexokinase,p97 inhibitor,Calpain2 inh,SMILES
0,-7,-4,-1,5,5,-8,-1,-7,NC(=NCCc1ccccc1)NS(=O)(=O)c1ccc(F)cc1
3,-9,-8,3,-8,-4,-12,-5,27,Cc1cc2ccccn2c1C(=O)Nc1ccccc1
-2,-12,-1,-1,-7,-20,-5,4,-10,O=C(COc1ccc([N+](=O)[O-])cc1)Nc1cc(C(=O)O)cc(C(=O)O)c1
0,2,-2,0,-20,-15,-5,5,-9,Cn1c(N)c(C(=O)c2ccc(F)cc2F)c(=O)n(C)c1=O
-6,-13,-6,0,-9,-13,1,-4,-92,O=C(CSc1n[nH]c(-c2ccc(S(=O)(=O)N3CCCCC3)cc2)n1)Nc1nccs1
-1,-17,-9,-5,11,-17,10,4,-39,Cc1ccc2nc(NC(=O)C3CCCN(S(=O)(=O)c4cccnc4)C3)sc2c1 (stereo not given)
2,-8,-1,0,5,-19[20 µM],-1,2,-14,COc1cccc(NC(=S)NNC(=O)c2c([N+](=O)[O-])c(C)nn2C)c1
3,0,2,-2,15,-13[20 µM],3,-2,21,CCC(CC)C(=O)N(CCc1ccc(OC)cc1)Cc1nc2ccccc2c(=O)[nH]1
-6,2,1,-1,-14,-20,-14,10,7,CC(=O)c1ccc(NC(=S)N(CCCN(C)C)Cc2ccccc2)cc1
0,-14,-6,0,-6,-15,-22,4,14,O=C(Cn1cnc2ccccc21)N/N=C/c1ccc([N+](=O)[O-])cc1
2,-8,-3,-2,2,-3,4,0,2,Cc1ccc(S(=O)(=O)N(C)c2c(C)ccc(S(=O)(=O)NC(C)(C)C)c2C)cc1
-6,0,-5,4,-27,-19,-1,1,13,COc1ccc(Cl)cc1NC(=O)CCNC(=O)OCc1ccccc1
4,-75,-23,-3,9,-15,-2,-1,-67,O=C(CSc1ncnc2[nH]ncc12)Nc1nc(-c2ccc(F)c(F)c2)cs1
-6,23,-3,-4,-22,-16,-9,5,i,Cc1cc(C)n2c3c(c(C#N)c2n1)CC(C)(C)OC3
6,-8,-12,0,-16,-21[20 µM],5,4,-15,CCn1c(SCC(=O)Nc2ccc(S(N)(=O)=O)cc2)nnc1-c1ccccc1OC
-1,6,6,1,-8,-5,-14,5,23,COc1ccc(N/N=C(/C#N)S(=O)(=O)C(C)(C)C)cc1

Single records (already shown). Order of values: Runt-SMMHC FRET, NCF1 inh, RBBP9 inh, Runt-CBFb FRET, EBV gp42 block, Furin inhibitor, Tb hexokinase, p97 inhibitor, Calpain2 inh
Listed for O=C(CSc1n[nH]c(-c2ccc(S(=O)(=O)N3CCCCC3)cc2)n1)Nc1nccs1 : -6, -13, -6, 0, -9, -13, 1, -4, -92
Listed for O=C(COc1ccc([N+](=O)[O-])cc1)Nc1cc(C(=O)O)cc(C(=O)O)c1 : -2, -12, -1, -1, -7, -20, -5, 4, -10
Listed for COc1ccc(Cl)cc1NC(=O)CCNC(=O)OCc1ccccc1 : -6, 0, -5, 4, -27, -19, -1, 1, 13
Listed for O=C(Cn1cnc2ccccc21)N/N=C/c1ccc([N+](=O)[O-])cc1 : 0, -14, -6, 0, -6, -15, -22, 4, 14
Listed for O=C(CSc1ncnc2[nH]ncc12)Nc1nc(-c2ccc(F)c(F)c2)cs1 : 4, -75, -23, -3, 9, -15, -2, -1, -67

Further entries
Runt-SMMHC FRET,NCF1 inh,RBBP9 inh,Runt-CBFb FRET,EBV gp42 block,Furin inhibitor,Tb hexokinase,p97 inhibitor,Calpain2 inh,SMILES
-4,-2,-8,1,-2,-9,4,-6,22,O=C(NCc1ccccn1)C1CC(c2ccccc2Cl)=NO1 (stereo not given)
0,-18,.,2,-21,-33,-6,.,-14,COc1ccc(CCNC(=O)C2CC3Cn4c(nc5ccccc54)C3N2C)cc1 (stereo not given)
1,-10,0,0,-16,-26,-7,2,-9,OCCN1CCN(CC#CCn2c3ccccc3c3ccccc32)CC1
-2,-11,-11,0,-29,-17,0,1,2,CCOc1ccc(C2C(=O)N(C3CCCCC3)CC(=O)N2CC2CCCO2)cc1OC (stereo not given)
28,-9,-13,15,-8,6,-35,-1,-37,CC(=O)Nc1ccc2c(CSc3nncs3)cc(=O)oc2c1
-1,-7,-1,0,-3,-15,-5,2,5,CCn1cc(/C=N\NC(=O)Cc2ccc(Cl)cc2)cn1
1,-1,-8,1,-16,-33,2,5,-22,CN(Cc1cccs1)C(=O)COC(=O)CNC(N)=O
.,.,-7,.,.,-18[20 µM],10,1,.,Cc1csc2nc(CNS(=O)(=O)c3cccnc3)cn12
-1,2,-7,1,-5,-5,-5,-9,6,CCc1ccccc1N1CC23C=CC(O2)C(C(=O)O)C3C1=O (stereo not given)
3,-56,-13,-1,-26,-7,26,-7,-28,COC(=O)c1ccc(-n2c(C)cc(C(=O)COC(=O)CC3Sc4ccccc4NC3=O)c2C)cc1 (stereo not given)
1,-5,-6,-3,-1,-11,2,-2,-3,CCOc1ccc(OCc2cccc(C(=O)N(CC)CC)c2)cc1
-2,5,11,5,-10,-10,-9,-1,11,COc1cc(C)c(NC(=S)Nc2cccc(Cl)c2C)cc1OC
-1,0,-5,-2,-9,-44,-20,-2,-308,CCOC(=O)c1c(-c2ccccc2)oc2ccc(OC(C)C(=O)O)cc12 (stereo not given)
2&-2,-4&1,4&-5,-2&0,-9&-2,-22&-20,-5&-3,2&1,-1&-12,Cc1ccc(C(=O)Nc2nc(=O)[nH]s2)cc1
-17,-13,-7,-4,-14,-20,-4,5,6,Oc1ccc(Cl)cc1C=NCCc1ccccc1
-4,0,-4,2,5,3[20 µM],3,-3,5,CN1CCCN(C2C3CC4CC(C3)CC2C4)CC1 (stereo not given)
1,-11,0,1,-12,-11[20 µM],-4,0,-14,CC(C)(C)SCCNC(=O)c1ccccc1
-2,-17,1,2,0,-16[20 µM],-5,5,11,O=C1CCC(=O)N1OCCCOc1ccccc1
0,0,5,12,-8,-25,-12,2,16,COc1ccc(NC(=S)N2c3ccccc3CC2C)cc1OC (stereo not given)
-1,-7,-8,1,-17,-10[20 µM],3,-5,5,COc1ccc(CCNC(=O)C(=O)NCc2ccccc2)cc1OC
-35,-2,-5,-4,0,-3,-6,8,1,COc1cccc(=O)c2c(C)n(CC(=O)c3ccccc3)c(C)c12
.,.,-7,.,.,-19[20 µM],-4,3,.,Cc1cc(C)c2c3c(cn2n1)c(=O)n(C)c(=O)n3C
-6,7,-6,-1,-21,-16,-2,4,13,COc1ccc(NC(=O)COC(=O)c2ccco2)c([N+](=O)[O-])c1
-3,-18,-4,2,-13,-16[20 µM],-10,5,-91,CCOC(=O)c1cnc2c(-c3ccccc3)c(C)nn2c1N
-5,-14,-1,-1,-12,-17[20 µM],-1,-5,4,CCCCOC(=O)c1ccc(NC(=O)C2CCCO2)cc1 (stereo not given)
4,6,-8,-1,-7,-7,-19,3,-1,O=Cc1ccc(OC(=O)c2cc(Cl)nc3ccccc23)cc1
1,1,-9,-3,-3,-20,0,-2,7,O=C(c1cc(COc2ccc(F)cc2Cl)on1)N(Cc1ccncc1)CC1CCCO1 (stereo not given)
2,1,-11,-1,-1,-17,-7,-3,-11,CC1CCCC(C)N1NC(=O)c1cccc(S(=O)(=O)N2CCc3ccccc32)c1 (stereo not given)
-1,-17,0,-1,-5,-19,1,-3,-50,Cc1cc(C)c2cc(C#N)c(SCC(=O)NCC3CCCO3)nc2c1 (stereo not given)
2,-5,-7,2,-21,-11,-2,3,-24,CC(=O)N1CCN(CC(=O)Nc2c(Cl)cc(Cl)cc2Cl)CC1
0,5,-7,0,-10,-10[20 µM],-1,5,6,COc1ccc(N2CCN(C(=O)CNC(=O)c3ccc(C(C)(C)C)cc3)CC2)cc1
-1,0,-8,-1,-3,-18,-6,-1,-7,CSCC[C@H](NC(=O)Nc1ccc(OC(F)(F)F)cc1)C(=O)O
13,-7,-4,3,8,-31,6,4,-27,COC(=O)c1ccccc1NC(=O)CSc1nnc(-c2ccoc2C)n1C
-1,-16,-5,-1,-17,-21,-5,4,-11,Cc1cccn2cc(CCNC(=O)Cc3cccs3)nc12
59,-41,-7,-5,-12,-3,-2,5,-139,CCOC(=O)c1ccc(-n2c(O)c(/C=N/NC(=O)C3COc4ccccc4O3)c3ccccc3c2=O)cc1 (stereo not given)
-9,5,-8,9,-7,-18[20 µM],-9,0,-31,Cc1cc(C(=O)CSc2nnc(-c3ccc(F)cc3)o2)c(C)n1CC1CCCO1 (stereo not given)
2,-6,-12,2,3,-21,-2,8,-83,O=C(/C(=C\c1ccccc1)c1nc2ccccc2[nH]1)c1ccc(Cl)cc1
10,-16,-8,8,-9,-2,28,4,16,Cc1nc([N+](=O)[O-])c(Sc2nc3ccccc3[nH]2)n1Cc1ccccc1
-2,-15,-2,2,-11,-23,-14,0,-16,NNC(=O)c1sc(-c2ccccc2)cc1N
-2,-19,-4,0,-8,-17,-1,9,-7,CC1(C)Cc2c(sc3c2c2ncnn2c2nnc(SCC(=O)NCc4ccco4)n32)CO1
-2,-17,-6,-1,0,7,-1,1,-7,Cc1ccc(C(=O)N/C(=C/c2ccc(-c3cccc([N+](=O)[O-])c3)o2)C(=O)NC(C)(C)C)cc1
-4,-7,0,-2,-14,-8[20 µM],-2,-6,-21,O=C(O)CCCN=C1NC2(CCCC2)Cc2ccccc21
2,0,2,-2,-1,-8,-1,0,-25,O=C1CSC(c2ccccn2)N1c1ccc(Br)cc1 (stereo not given)
